Screening results as filed in PubChem BioAssay.
ROMK mod: modulators of human ROMK potassium channel; P48048; Tet-inducible ROMK, thallium flux fluorescence; actives lie on both sides; B-score at 10 µM; hit rate 2% among 130,000; AID 1918;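 active = signal ratio slope over the read window, or its plate-corrected B-score, at least 3 SD from the plate mean, either direction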;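 note: B-score of the F/F0 ratio slope over 7 to 12 s after thallium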
Target sequence (P48048 whole entry, looked up): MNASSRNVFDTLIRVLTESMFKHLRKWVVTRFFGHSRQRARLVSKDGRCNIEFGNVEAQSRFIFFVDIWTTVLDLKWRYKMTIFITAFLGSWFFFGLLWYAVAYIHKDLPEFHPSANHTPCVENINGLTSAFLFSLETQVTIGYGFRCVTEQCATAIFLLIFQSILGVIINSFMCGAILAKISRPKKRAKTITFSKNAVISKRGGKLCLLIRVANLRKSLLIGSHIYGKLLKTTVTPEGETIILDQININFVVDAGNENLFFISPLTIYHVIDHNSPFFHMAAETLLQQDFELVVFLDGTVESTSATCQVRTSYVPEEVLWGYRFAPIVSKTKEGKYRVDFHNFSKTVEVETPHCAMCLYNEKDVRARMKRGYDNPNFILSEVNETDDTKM
STAT3 act: increases IL-6 driven STAT3 reporter signal. U3A cells, IL-6 STAT3-luciferase reporter, luminescence; 100% = signal with IL-6 EC80 alone. hit rate 0.91% among 190,000. activation (% of control), % at 5.6 µM;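 active = activation above the screen-wide mean of compound activation plus 3 SD, cut at about 130% in these data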;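 note: 0% = background luminescence of wells with medium and substrate only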
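Material: STAT1-lacking human U3A cells, STAT3 luciferase reporter | Benchmarks: IL-6-only wells as 100% reference | Probe or stimulus: IL-6 (33 ng/mL) | Timing: Compound 1 h, then IL-6 6 h at 37 °C | Detection: Luminescence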
STAT3 inh: inhibitors of IL-6 induced STAT3 signaling. inhibition, % at 5.5 µM. hit rate 0.89% among 190,000. U3A cells, IL-6 STAT3-luciferase reporter, luminescence; host cell line lacks STAT1;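 active = inhibition above the mean inhibition across all screened compounds plus 3 SD, cut at about 44% in these data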;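 note: 0% = DMSO only wells and 100% = 100 µM nifuroxazide control wells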
STAT1 blocker: STAT1 signaling inhibition | NIH 3T3 STAT1-luciferase reporter, IFN-gamma, luminescence | inhibition, % at 5.5 µM | hit rate 0.35% among 200,000;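 active = inhibition above a set limit, the mean inhibition across all tested compounds plus 3 SD, cut at about 34% in these data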;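 note: 0% = IFN-gamma with DMSO and 100% = IFN-gamma with 300 µM nifuroxazide; values of inactives mirror those of a sister screen read the other way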
PPARg SRC-1 ag: agonists of human PPARgamma SRC-1 coactivator recruitment; activation, % at 8 µM; PPARgamma-SRC-1 coactivator recruitment biochemical assay; hit rate 0.41% among 200,000; in the data active = activation above about 19%;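 note: 0% = DMSO and 100% = reference agonist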
Target sequence (P37231 whole entry, looked up): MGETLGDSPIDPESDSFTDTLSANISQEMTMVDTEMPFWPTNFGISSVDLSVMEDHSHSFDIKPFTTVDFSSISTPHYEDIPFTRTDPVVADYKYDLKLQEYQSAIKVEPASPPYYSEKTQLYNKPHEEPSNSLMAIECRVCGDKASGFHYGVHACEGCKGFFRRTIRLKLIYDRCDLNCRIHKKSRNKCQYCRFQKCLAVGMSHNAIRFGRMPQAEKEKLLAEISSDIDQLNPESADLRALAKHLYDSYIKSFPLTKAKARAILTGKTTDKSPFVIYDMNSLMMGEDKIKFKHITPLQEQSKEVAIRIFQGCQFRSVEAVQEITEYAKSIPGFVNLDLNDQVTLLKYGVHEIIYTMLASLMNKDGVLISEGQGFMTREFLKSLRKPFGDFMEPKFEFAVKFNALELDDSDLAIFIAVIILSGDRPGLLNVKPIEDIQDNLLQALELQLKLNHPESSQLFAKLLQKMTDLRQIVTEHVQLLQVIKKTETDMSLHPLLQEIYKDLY
bIAP inh: blocks bovine intestinal alkaline phosphatase activity. purified bovine IAP, CDP-star luminescence, 30 min. inhibition, % at 20 µM. 190,000 tested, under 10 active;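 active = over 50% inhibition of intestinal alkaline phosphatase at 20 µM in the single-dose screen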
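Incubation: 30 min reaction at room temperature / Material: purified bovine intestinal alkaline phosphatase (IAP) enzyme / Input: enzyme at 1/65,000,000 dilution / Dosing: 20 µM single dose / Signal: CDP-star luminescence signal / Reagent: CDP-star chemiluminescent phosphatase substrate, 30 µM final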
PPARg SRC-2 ag: agonists of SRC-2 recruitment by human PPARgamma; P37231; PPARgamma LBD-SRC-2 recruitment, biochemical; activation, % at 8 µM; hit rate 0.34% among 200,000; in the data active = activation above about 22%;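 note: 0% = vehicle and 100% = reference agonist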
TNAP act hiacc: activators of human TNAP at high phosphate acceptor concentration; activation factor at 20 µM; 200,000 tested, under 10 active; AID 1136; purified TNAP, CDP-star luminescence, 1 M DEA, 30 min; active compounds read high; 0 = EDTA background, 1 = DMSO-only activity; P05186;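 active = activation factor at least 2 at 20 µM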
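Assay system: human TNAP; Input: enzyme diluted 1/800 final; Reagent: CDP-star luminogenic substrate at 100 µM final; Timing: 30 min, room temperature; Signal: luminescence; Evaluation: TNAP activation factor scaled between EDTA and DMSO control wells.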
SRC2 TRFRET art: counter-screen for PPARgamma SRC-2 recruitment agonists: TR-FRET artefact. AID 1049. hit rate 0.4% among 200,000. active compounds read high. TR-FRET ratio at 8 µM; in the data active = TR-FRET ratio above about 2000; note: inactives centre near 1500
bIAP act: increases bovine intestinal alkaline phosphatase activity; activation factor at 20 µM; purified bovine IAP, CDP-star luminescence, 30 min; active compounds read high; fold of DMSO-control signal, blank-subtracted; hit rate 0.17% among 200,000;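 active = activation factor of 2 or more at 20 µM, a signal rise over negative controls twice the positive control's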
PPARg SRC3 recr: promotes SRC-3 coactivator recruitment by human PPARgamma | P37231 | biochemical PPARgamma/SRC-3 coactivator recruitment assay | activation, % at 8 µM | hit rate 0.26% among 200,000 | AID 731; in the data active = activation above about 23%;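 note: 0% = DMSO and 100% = reference agonist; some compounds past the cut are filed as inactive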
Active calls of the source: *; . = not tested or not shown.

SMILES	bIAP inh	ROMK mod	STAT3 act	PPARg SRC3 recr	PPARg SRC-1 ag	PPARg SRC-2 ag	STAT1 blocker	STAT3 inh	SRC2 TRFRET art	bIAP act	TNAP act hiacc
Cc1onc(-c2c(Cl)cccc2Cl)c1C(=O)c1c[nH]c(C(=O)NCC2CCCO2)c1 (centres undefined)	-9	-1.3	101	-3	-4	0	-4	6	1539	1.1	1.1
CC(C)C(=O)N1CCN(c2ccccc2N)CC1	1	.	107	10	9	1	-8	-4	1603	1	1.1
CCN1C(=O)C(CC(=O)Nc2cccc(C(C)=O)c2)S/C1=N\c1ccccn1 (centres undefined)	7	-1.6	98	0	4	-1	-3	3	1643	0.9	1.1
O=C(NC1CCN(C(=O)N2CCOCC2)CC1)c1ccccc1	1	.	102	8	2	4	-1	1	1718	1	1
COc1ccccc1N1CCSC1C(N)=O (centres undefined)	-2	0.039	96	-7	-3	-8	-2	8	1518	1	1.1
N#Cc1ccc(NC(=O)C2CC(c3ccc(F)cc3)=NO2)cc1 (centres undefined)	4	0.54	96	-2	4	-1	1	6	1536	1	1
CCOC(=O)/C(=C\Nc1ccc(OC(F)(F)F)cc1)Sc1ncc(C(F)(F)F)cc1Cl	11	0.06	96	-4	4	7	7	12	1702	0.9	1
COc1cc2c(cc1OC)C(=O)Cc1ccc3c(c1CN(C)CC2)OCO3	4	.	.	1	2	2	-6	.	1592	1	1.1
CC1SC(C)C(=O)N(CC(=O)NCc2ccc(F)cc2)C1=O (centres undefined)	12	-0.35	106	3	1	-2	0	-9	1722	0.9	1
Cn1cc(CN2CCC[C@H]2CO)c(-c2cccc(Cl)c2)n1	7	-0.32	102	4	2	-7	2	2	1405	0.9	1.1
Cc1c(NC(C)c2cc(Cl)ccc2O)c(=O)n(-c2ccccc2)n1C (centres undefined)	-21	-1.1	105	3	5	3	0	-6	1592	1.2	1
CCCCN1c2ccccc2N(CCCO)c2cc(C)nnc21	1	0.14	99	3	5	-4	1	7	1553	1	1
COC(=O)c1c(NS(=O)(=O)c2cccs2)sc2c1CCCC2	10	.	96	10	5	14	3	6	1527	0.9	1
C=CCn1c(=O)c(C(=O)Nc2cccnc2)c(O)c2ccccc21	26	.	98	-3	-3	3	-8	3	1605	0.7	1
CCn1cc(/C=C/C(=O)c2ccc(O)cc2)c(C)n1	13	.	104	0	6	3	-20	0	1624	0.9	1
COc1ccc(C2=NOC3(CC(=O)N(c4ccc(C)cc4)C3=O)C2)cc1 (centres undefined)	-2	0.039	105	-6	0	3	-6	0	1408	1	1.1
CCN(CC)S(=O)(=O)c1ccc(C(=O)NCc2n[nH]c(=S)n2-c2ccc(Cl)c(Cl)c2)cc1	23	-0.013	98	0	6	0	8	8	1443	0.8	1
CCOc1ccc(OCC)c(S(=O)(=O)N2CCCCC2)c1	-5	.	97	-3	4	3	4	8	1739	1.1	1.1
Oc1cccc(NC(=S)Nc2cccnc2)c1	10	0.21	108	-4	4	-1	6	-7	1443	0.9	1
CS(=O)(=O)Nc1ccc(S(=O)(=O)NC2CCCCC2)cc1	-5	0.26	103	-3	0	-6	2	8	1470	1.1	1

Single values from the list:
COc1ccc(C2=NOC3(CC(=O)N(c4ccc(C)cc4)C3=O)C2)cc1 (centres undefined) in STAT1 blocker: -6
Oc1cccc(NC(=S)Nc2cccnc2)c1 in STAT1 blocker: 6

Continued:
SMILES	bIAP inh	ROMK mod	STAT3 act	PPARg SRC3 recr	PPARg SRC-1 ag	PPARg SRC-2 ag	STAT1 blocker	STAT3 inh	SRC2 TRFRET art	bIAP act	TNAP act hiacc
C=CCOc1c(Br)cc(CNc2ccc(NC(=O)C(C)C)c(OC)c2)cc1OCC	24	0.69	118	7	-1	0	7	-24	1802	0.8	1
CCCSc1nc2cc(OC)c(OC)cc2c(=N)n1CCCN1CCOCC1	-13	-1.1	92	-2	-1	-1	-3	12	1442	1.1	1
COc1ccc(NC(=O)CC2C(=O)N(c3cccc(C)c3)C(=O)N2C2CCCCC2)cc1 (centres undefined)	-24	.	98	11	7	2	-1	4	1556	1.2	1
CCOC(=O)C1CCN(C(c2cc3ccc(C)c(C)c3[nH]c2=O)c2nnnn2C2CCCCC2)CC1 (centres undefined)	-6	-2.5*	106	8	2	-9	0	-4	1542	1.1	1
Cc1c(NC(=O)c2noc(C(C)C)c2[N+](=O)[O-])c(=O)n(-c2ccccc2)n1C	10	.	101	-12	1	9	-4	3	1494	0.9	1.1
CC(SCc1cn2cc(Cl)ccc2n1)C(=O)O (centres undefined)	8	.	96	7	4	3	1	8	1563	0.9	1
COc1ccccc1C(c1nnnn1C(C)(C)C)N1CCN(Cc2ccccc2)CC1 (centres undefined)	4	.	108	0	-3	2	5	-8	1354	1	1
O=C(Cc1ccccc1)NN1C(=O)/C(=C/c2ccccc2C(=O)O)SC1=S	-37	-0.15	101	7	5	0	-7	3	1631	1.4	1
CC(=O)N/C(=N/c1nc(C)cc(C)n1)Nc1ccc(NC(C)=O)cc1	6	0.31	98	-10	0	10	5	3	1530	0.9	1
COCCSc1nnc(NC(=O)CSc2ccccc2)s1	-2	1.4	105	-2	2	12	-3	0	1621	1	1.1
CCCNc1c(F)c(F)c2c(C)c3ccccc3nc2c1F	8	.	102	5	8	9	-7	8	1620	0.9	1
COc1cc(OC)cc(C(=O)NCCSC2CCCCC2)c1	16	.	102	-2	2	-8	13	-3	1410	0.8	1
CC1OC2(OC1C)C(=O)Nc1ccccc12 (centres undefined)	6	2	96	12	3	11	5	11	1529	0.9	1
CS(=O)(=O)N(CC(=O)N1CCN(c2ccccc2F)CC1)c1ccc2c(c1)OCCO2	8	.	101	3	2	5	-6	1	1845	0.9	1
CC1(C)CC(CC(=O)O)CC(C)(C)N1	-23	-0.34	99	-1	1	1	2	4	1707	1.2	1
CCOc1ccc(OCC)c(S(=O)(=O)NCCOC23CC4CC(CC(C4)C2)C3)c1	-1	-0.43	102	5	5	12	5	-4	1730	1	1
CCCc1nc(NCc2ccccn2)c2nnn(Cc3ccccc3F)c2n1	-3	.	81	9	-4	2	7	25	1601	1	1
COc1cc(NC(=O)CN2C(=O)NC(C)(c3ccc4ccccc4c3)C2=O)c(C)cc1[N+](=O)[O-] (centres undefined)	33	-1.4	109	-5	3	1	-5	-9	1277	0.7	1
CCCC[C@H](CN(N=O)[C@@H](Cc1ccccc1)CN(C)N=O)N(CCc1ccccc1)N=O	4	.	.	1	-3	3	2	.	1592	1	1
Cn1nc(C(F)(F)F)c(C(=O)Nc2ccc(Cl)cc2)c1Cl	7	-0.65	89	-9	-5	5	-6	19	1432	0.9	1

ROMK mod, what is marked active above
Compound,bIAP inh,ROMK mod,STAT3 act,PPARg SRC3 recr,PPARg SRC-1 ag,PPARg SRC-2 ag,STAT1 blocker,bIAP act,TNAP act hiacc
CCOC(=O)C1CCN(C(c2cc3ccc(C)c(C)c3[nH]c2=O)c2nnnn2C2CCCCC2)CC1 (centres undefined),-6,-2.5*,106,8,2,-9,0,1.1,1

Remaining list, next part.
SMILES	bIAP inh	ROMK mod	STAT3 act	PPARg SRC3 recr	PPARg SRC-1 ag	PPARg SRC-2 ag	STAT1 blocker	STAT3 inh	SRC2 TRFRET art	bIAP act	TNAP act hiacc
CCCCCC(=O)NC(=S)Nc1ccc(N2CCOCC2)cc1	1	-0.00059	105	3	-7	6	-8	-3	1616	1	1
CCC(=O)N1c2ccccc2NC2=C(C(=O)CCC2)C1c1ccco1 (centres undefined)	-4	.	104	-2	5	-2	-15	-1	1518	1	1
O=C(COC(=O)C1CCN(S(=O)(=O)c2ccc3c(c2)OCCO3)CC1)Nc1cccc2ccccc12	3	.	107	1	3	1	-6	-2	1439	1	1
CN(C)C(=O)/C(=C\c1cccc(Oc2ccccc2)c1)NC(=O)c1ccccc1	18	.	103	1	-5	6	3	-3	1701	0.8	1
CCN(CC)S(=O)(=O)c1cc(NC(=O)CSc2nccn2C)ccc1C	-6	1.2	88	0	12	8	-2	18	1540	1.1	1
CC(C)C1Nc2ccc(S(N)(=O)=O)cc2C2C=CCC21 (centres undefined)	-3	.	102	1	2	1	0	0	1648	1	1
COc1ccc(C(c2sc3nc(C)nn3c2O)N2CCC(O)CC2)cc1OC (centres undefined)	1	.	104	5	6	0	-10	-6	1491	1	1
COc1ccc(CN2CCN(S(=O)(=O)c3ccc(F)cc3)CC2)c(OC)c1OC	7	0.4	108	4	3	5	8	-2	1555	0.9	1
Cc1cc(Br)cc2c1NC(=O)C2(O)CC(=O)c1ccco1 (centres undefined)	-10	-0.063	92	-1	-4	-2	-3	14	1432	1.1	1
CN(C)S(=O)(=O)c1ccc2c(c1)C(CC(=O)O)OC2=O (centres undefined)	7	.	98	10	1	6	-7	6	1541	0.9	1
CCOC(=O)Cc1cc(-c2ccccc2)nc2ccc3ccccc3c12	12	.	136*	1	-1	2	-6	-39	1563	0.9	1
O=C(COC(=O)c1ccccc1)Nc1ccccc1Sc1ccccc1	31	.	100	1	1	0	-6	-2	1715	0.7	1
COc1ccc(C(=O)NCC(=O)OCC(=O)c2ccc3c(c2)OCCO3)cc1	3	0.018	105	0	3	6	6	2	1430	1	1
